V1R ag counter: agonists of human V1a receptor, primary screen, counter-screen for OXTR agonist project, fluorescence, CHO-V1R cells | Vasopressin V1a receptor (Homo sapiens), P37288 | Fluo-8 calcium fluorescence, agonist mode; 0% DMSO, 100% 3 nM vasopressin | activation, % at 3 µM | 0.25% of 320,000 active | AID 2797, 2010;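 active = activation above the mean activation of all tested compounds plus 3 SD, per screening run, cut at about 20% in these data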;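 also: signal is peak over basal fluorescence ratio across a 100 second FLIPR read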
Target sequence (P37288 whole entry, looked up): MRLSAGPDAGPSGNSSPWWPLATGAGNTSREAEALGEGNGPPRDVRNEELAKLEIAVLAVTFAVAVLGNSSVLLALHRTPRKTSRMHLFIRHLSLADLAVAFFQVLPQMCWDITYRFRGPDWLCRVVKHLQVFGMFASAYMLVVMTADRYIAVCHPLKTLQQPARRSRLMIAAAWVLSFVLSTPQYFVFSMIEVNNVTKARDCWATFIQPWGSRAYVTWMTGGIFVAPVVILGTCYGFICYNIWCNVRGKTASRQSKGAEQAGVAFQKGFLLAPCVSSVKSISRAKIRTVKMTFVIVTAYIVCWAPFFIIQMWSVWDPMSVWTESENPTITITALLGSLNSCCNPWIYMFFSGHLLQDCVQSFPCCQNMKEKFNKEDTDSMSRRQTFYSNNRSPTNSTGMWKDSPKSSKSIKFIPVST
CHO-K1 Ca antag: M1 antagonist counterscreen hit in parental CHO-K1 cells | ATP-induced calcium, Fluo-8 fluorescence | inhibition, % at 3 µM | 0.6% of 360,000 active | AID 602250;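 active = inhibition above a per-plate cutoff, the plate's mean sample inhibition plus 3 SD, cut at about 24% in these data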;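 also: 0% = DMSO plus EC80 ATP and 100% = DMSO alone without ATP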
GPR7 antag: GPR7 receptor antagonists, primary screen, cell-based, fluorescence, single concentration. 1.1% of 290,000 active. inhibition, % at 4.4 µM. GPR7-expressing cells, fluorescence antagonist assay; in the data active = inhibition above about 16%, passing the limit was not always enough;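 also: cells stimulated with the agonist NPW; 0% = agonist with vehicle and 100% = vehicle without agonist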
TAAR1 antag: human TAAR1 antagonists, primary screen, Fluo-8 calcium fluorescence, CHO RD-HGA16 cells; Trace amine-associated receptor 1 (Homo sapiens), Q96RJ0; antagonist; inhibition, % at 3 µM; 1.5% of 360,000 active; AID 624466, 2012;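 active = inhibition above a per-plate cutoff, the mean inhibition of test compounds on that plate plus 3 SD, cut at about 49% in these data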;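 also: 0% = DMSO plus EC80 beta-PEA response and 100% = DMSO alone without agonist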
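System: CHO RD-HGA16 cells bearing hTAAR1. Reagent: EC80 β-phenethylamine stimulus. Schedule: seeding 17-24 h prior, 75-min 37 °C, 30-min RT dye loading. Signal: Fluo-8 intracellular calcium dye fluorescence, real-time kinetic reads. Read-out: % inhibition from peak post-agonist over basal fluorescence ratio. Benchmarks: vehicle wells and EC80 agonist wells. Replicates: n of 1.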
OXTR potentiator: human OXTR potentiators, primary screen, fluorescence, CHO-OTR cells, Fluo-8 calcium; Fluo-8 calcium fluorescence, potentiator mode; 0% = oxytocin EC15, 100% = EC100; activation, % at 3 µM; 0.061% of 320,000 active; AID 2445, 2010;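 active = activation above that plate's cutoff, the mean activation of tested compounds plus 3 SD, cut at about 6.6% in these data, passing the limit was not always enough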;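 also: 100% uses oxytocin at 75 nM as the full agonist control; some results filed as inactive read as strong as hits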
Target sequence (P30559 whole entry, looked up): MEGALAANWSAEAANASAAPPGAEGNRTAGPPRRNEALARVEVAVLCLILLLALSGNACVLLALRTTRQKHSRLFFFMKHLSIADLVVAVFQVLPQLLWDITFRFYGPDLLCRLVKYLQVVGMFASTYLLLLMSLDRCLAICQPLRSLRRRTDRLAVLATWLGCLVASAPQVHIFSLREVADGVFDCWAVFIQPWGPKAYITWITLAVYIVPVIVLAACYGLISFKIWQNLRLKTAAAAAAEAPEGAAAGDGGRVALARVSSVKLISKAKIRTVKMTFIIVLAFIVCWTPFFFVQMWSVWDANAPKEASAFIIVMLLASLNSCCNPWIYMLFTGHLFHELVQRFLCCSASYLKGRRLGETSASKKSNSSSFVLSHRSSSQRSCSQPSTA
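Assay system: CHO cell line stably expressing human OTR | Also added: Oxytocin at about EC15, sub-maximal agonist stimulus | Times: Compound 6 min at room temperature before oxytocin, 100 s read | Measured by: Fluo-8 intracellular calcium fluorescence, ex 470-495, em 515-575 nm | Controls: EC15 oxytocin alone as 0%, 75 nM oxytocin as 100%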
CHO parental Ca: ATP-evoked calcium signal inhibitors, parental CHO, primary screen, counter-screen for OX1R antagonist project, cell-based, fluorescence, Fluo-8 calcium dye; 0.63% of 330,000 active; inhibition, % at 5.6 µM; parental CHO-K1, ATP-induced calcium, Fluo-8 fluorescence;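 active = inhibition above that plate's mean sample inhibition plus 3 SD, cut at about 26% in these data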;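 also: 0% = ATP-challenged DMSO wells and 100% = DMSO wells without ATP; some compounds past the cut are filed as inactive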
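Test system: untransfected parental CHO cell line. Compound: one dose, 5.6 µM nominal. Detection: intracellular calcium via Fluo-8 no-wash fluorescent dye. Measure: % inhibition. Benchmarks: ATP-challenged DMSO wells low, unchallenged DMSO wells high.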
M1 PAM parental: nonselective calcium activators in parental CHO-K1 cells, primary screen, counter-screen for M1 PAM project, cell-based, Fluo-8 calcium fluorescence, full deck, 1536-well; ATP EC20; 0% at ATP EC20, 100% at ATP max; 0.02% of 360,000 active; activation, % at 3 µM;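 active = activation above the run cutoff, the mean activation of all test compounds plus 3 SD, cut at about 40% in these data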;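 also: peak over basal fluorescence ratio in a 140 s read after ATP addition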
M1 ag parental: counter-screen for M1 agonists: effect in parental CHO-K1 cells. AID 602248, 2012. Fluo-8 calcium fluorescence; scaled to maximal ATP response, vehicle zero. activation, % at 3 µM. 0.48% of 360,000 active; in the data active = activation above about 15%;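 also: untransfected CHO-K1 host cells lacking M1 receptor as counterscreen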
OXTR ag: human OXTR agonists, primary screen, fluorescence, CHO-OTR cells, Fluo-8 calcium; activation, % at 3 µM; Fluo-8 calcium fluorescence; normalized: DMSO 0%, oxytocin 100%; AID 2435, 2010; Oxytocin receptor (Homo sapiens), P30559; 0.32% of 320,000 active;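 active = activation above the mean of all tested compounds plus 3 SD, cutoff set per screening run, cut at about 20% in these data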;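 also: peak over basal fluorescence ratio from a 100 s FLIPR kinetic read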
* hit, by the source's call; . = no result given. The order is random. Share with any hit: about 3.5%.

SMILES | M1 ag parental | GPR7 antag | M1 PAM parental | V1R ag counter | OXTR ag | CHO-K1 Ca antag | TAAR1 antag | OXTR potentiator | CHO parental Ca
CCOC(=O)c1c(C)n(C)c2ccc(O)c(CN3CCN(C)CC3)c12 | -0.3 | -11 | 7 | -0.2 | -1.2 | 0 | -10 | -8 | -22
CCC(C)(C)C1CCc2nc3ccccc3c(C(=O)OC(C)C(=O)Nc3c(C)n(C)n(-c4ccccc4)c3=O)c2C1 (stereo unspecified) | 4.3 | -7 | 17 | -1.1 | -2.1 | -4 | 37 | -7 | -43
CN(C)c1nc(=NCc2cccs2)ss1 | 1.7 | . | -4 | . | . | -5 | 30 | . | .
COc1ccccc1C(C#N)N1N=C(C)CC1(C)C (stereo unspecified) | 0.4 | 2 | 8 | -0.2 | -0.1 | 1 | -4 | 1 | 3
CCCc1noc2c1/C(=N\O)CCC2 | 0.8 | -10 | 17 | -0.3 | -1.0 | -2 | 2 | -15 | -4
O=C(COC(=O)c1ccccc1OCc1ccccc1Cl)NC1CCS(=O)(=O)C1 (stereo unspecified) | 0.4 | . | -4 | -1.3 | -1.1 | 1 | -2 | 0 | -26
COc1ccc(S(=O)(=O)N2CCN(C(c3ccccc3)c3ccccc3)CC2)cc1NC(C)=O | 0.0 | -16 | 5 | 0.7 | -0.3 | 8 | -10 | 1 | 0
COc1ccc(NC(C)C(=O)N/N=C/c2cc(Br)ccc2OC)cc1 (stereo unspecified) | 1.5 | -3 | 16 | 0.1 | 0.3 | -2 | -21 | -4 | -32
Nc1nc(NCCO)nc(NC2CCCCC2)c1[N+](=O)[O-] | 8.0 | -18 | 1 | 3.4 | 3.6 | -7 | -13 | -12 | -16
Cc1nc2sc(C)c(C)c2c(=O)[nH]1 | 0.7 | -6 | 15 | -0.3 | 0.0 | 0 | 11 | -13 | 0
Cc1ccc(C)c(S(=O)(=O)N2CCCCC2CCNC(=O)C(=O)NCCc2ccco2)c1 (stereo unspecified) | 1.3 | . | -4 | 0.2 | -1.3 | -7 | 11 | 5 | -29
COC(=O)C1=C(C)N(CCCC(=O)O)C(=O)NC1c1ccc(Br)cc1 (stereo unspecified) | 0.6 | -9 | 16 | 0.7 | 1.2 | -8 | -12 | -8 | -19
O=C(O)c1ccc(N/N=C/C2=C(N3CCOCC3)C(=C\c3ccccc3)/CC2)cc1 | 1.2 | -8 | 8 | 4.2 | 9.1 | -8 | 82* | -10 | -4
CCCCNC(=O)C1CCN(S(=O)(=O)c2c(C)noc2/C=C\c2ccc(OC)cc2)CC1 | 1.0 | -5 | 1 | -0.4 | -1.6 | 5 | -14 | -2 | -7
CCN(CC)c1ccc2cc(C(=O)NNC(=O)c3ccc(S(=O)(=O)N4CCCCC4)cc3)c(=O)oc2c1 | 0.5 | 9 | 12 | -0.1 | 0.4 | 9 | -8 | -6 | -1
CCOc1ccc(OCC)c(N=c2oc3c(C)ncc(CO)c3cc2C(N)=O)c1 | 0.2 | -3 | -9 | 0.7 | -0.4 | 0 | 27 | -6 | -27
O=C(NNC(=O)c1ccc([N+](=O)[O-])cc1)c1ccc(Br)cc1 | 0.5 | -1 | 8 | -0.3 | 0.2 | -1 | -22 | -7 | -5
Cc1cccc(C(=O)NNC(=O)/C=C/C(=O)O)c1 | 0.2 | -3 | -9 | 0.1 | -0.5 | 13 | 6 | 4 | -12
CC(=O)N1CCC(C(=O)N2CCN(S(=O)(=O)c3ccc(Cl)s3)CC2)CC1 | 0.0 | -8 | 12 | -0.4 | 0.4 | -2 | 0 | -3 | -4
COc1cccc(NC(=O)CN2C(=O)CSc3ccc(S(=O)(=O)N4CCC(C)CC4)cc32)c1 | 1.5 | 1 | 9 | 1.7 | -0.7 | -18 | -9 | -12 | -12
Cc1ccc(C)c(S(=O)(=O)N2CCN(C(=O)CCc3c[nH]c4ccccc34)CC2)c1 | 1.8 | . | 10 | 3.1 | 3.9 | -11 | 5 | -7 | -8
COc1cccc(CN(C)CC(=O)Nc2cccc(S(N)(=O)=O)c2)c1OC | 0.6 | 5 | 5 | 0.6 | 0.2 | 0 | -9 | -4 | -14
CC(=O)c1c(C(C)=O)c(C)n(NC(=O)c2cccnc2)c1C | 0.1 | -7 | -2 | 0.3 | -0.1 | 0 | -9 | -11 | 2
CC(C)N1C2OC(C3OC4C(O3)N(C(C)C)S(=O)(=O)N4C(C)C)OC2N(C(C)C)S1(=O)=O (stereo unspecified) | 0.0 | 12 | -4 | 0.0 | 0.1 | -4 | 10 | 5 | -5
CC1Cc2ccccc2N1C(=O)COc1ccc2c(c1)OCO2 (stereo unspecified) | 2.7 | 0 | 13 | -0.7 | 4.3 | -10 | -2 | -4 | -13
CC(=O)N(c1ccccc1)C(C)c1nc(C#N)c(C#N)nc1C (stereo unspecified) | 0.4 | -9 | 12 | 0.9 | -0.3 | -11 | 8 | -3 | -20
CCn1c(C)nnc1SCC(=O)Nc1ccc(OC)cc1 | 0.5 | . | 7 | . | . | -6 | -28 | . | .
CCCOc1ccc(/C=C2\SC(N)=NC2=O)cc1OC | -0.6 | -11 | 5 | -0.1 | -2.0 | -4 | 5 | -7 | -11
Cc1ccccc1/C=C/c1nc2ccccc2c(=O)n1Cc1ccccc1 | 0.1 | -6 | 11 | -0.7 | -1.6 | -5 | 15 | -5 | -23
O=C(CCCc1ccccc1)Nc1ccnn1C1CCN(Cc2ccc(CO)o2)CC1 | 1.1 | -13 | 16 | 1.2 | -0.3 | -11 | -3 | -6 | -19
COc1ccccc1Nc1nc(-c2sc(NC(=O)c3ccco3)nc2C)cs1 | 0.6 | -12 | 14 | 0.6 | -0.7 | -4 | 45 | -10 | -15
Cc1cccc(C(=O)NC2CCN(C(=O)N3CCOCC3)CC2)c1 | 0.1 | 7 | 9 | 0.3 | 0.6 | -4 | -7 | -18 | 16
CS(=O)(=O)N(CC(=O)NCc1ccc2c(c1)OCO2)c1ccc(Cl)cc1 | 0.4 | 6 | -5 | 2.6 | 2.2 | 20 | 2 | -12 | -19
Cc1ccnc(NS(=O)(=O)c2ccc(NC(=O)c3ccc(S(=O)(=O)N4CCOCC4)cc3)cc2)n1 | 6.1 | -5 | 18 | 0.5 | 0.0 | 4 | -8 | -8 | 3
Cc1cc[n+](-c2[nH]c(=O)sc2/C=N/N=C(\[O-])c2ccccc2)cc1C | 2.9 | -11 | 15 | . | . | -10 | 1 | . | .
CCN1CCN(c2ccc(NC(=O)c3cccc4ncccc34)cc2)CC1 | 0.0 | -11 | 5 | -0.7 | -0.6 | -10 | 1 | -6 | -7
CN(CCc1ccccc1)C(C(=O)Nc1ccc2c(c1)OCCO2)c1ccnc2ccccc12 (stereo unspecified) | 2.8 | . | 15 | . | . | 0 | 53* | . | .
CC1SC(c2ccc(F)cc2)NC1=O (stereo unspecified) | 0.0 | 0 | 18 | -0.5 | 0.1 | -6 | -13 | 4 | 2
COc1ccc(C2C(C(=O)OCC(=O)Nc3ccc(C)cc3)CCC(=O)N2c2ccc(OC)cc2)cc1 (stereo unspecified) | -0.3 | 12 | 16 | 0.4 | -1.0 | -13 | 2 | -3 | -37
Cc1nn(C)cc1S(=O)(=O)N1CCN(c2ccccc2F)CC1 | 2.2 | -18 | 5 | 0.9 | -0.6 | -15 | -2 | -6 | -21

Complete entries as entered above. Values in the order: M1 ag parental	GPR7 antag	M1 PAM parental	V1R ag counter	OXTR ag	CHO-K1 Ca antag	TAAR1 antag	OXTR potentiator	CHO parental Ca
Cc1nn(C)cc1S(=O)(=O)N1CCN(c2ccccc2F)CC1 across the screens: 2.2	-18	5	0.9	-0.6	-15	-2	-6	-21
Cc1cccc(C(=O)NC2CCN(C(=O)N3CCOCC3)CC2)c1 across the screens: 0.1	7	9	0.3	0.6	-4	-7	-18	16

More records follow.
SMILES | M1 ag parental | GPR7 antag | M1 PAM parental | V1R ag counter | OXTR ag | CHO-K1 Ca antag | TAAR1 antag | OXTR potentiator | CHO parental Ca
CCOC(=O)N1CCN(S(=O)(=O)c2ccc(C(=O)N(CCCN(C)C)c3nc4ccc(Cl)cc4s3)cc2)CC1 | 6.8 | 19 | 5 | 0.2 | 1.5 | -6 | 21 | -3 | -27
COC(=O)c1cc(NS(=O)(=O)c2cccs2)cc(NS(=O)(=O)c2cccs2)c1 | 1.8 | . | 22 | . | . | 1 | -24 | . | .
COc1ccccc1-c1nnc2n1N=C(C(C)(C)C)CS2 | 0.2 | -9 | 12 | -0.5 | -0.5 | -5 | -3 | 1 | 5
COC(=O)Cn1c(C)c(C#N)c2ccccc21 | -0.3 | -1 | 7 | 1.1 | 4.0 | 1 | 3 | -8 | -10
CC1CCCCC1NC(=O)COC(=O)c1ccccn1 (stereo unspecified) | 0.6 | 4 | 19 | 0.6 | 1.1 | -8 | -15 | -1 | -5
CC(C)NC(=S)N/N=C/c1cc(Br)ccc1O | 6.3 | -3 | 13 | 4.5 | 1.8 | 4 | 7 | -14 | -12
CC(=O)Nc1cn(-c2ccccc2)nc1-c1ccccc1 | 0.5 | -3 | 5 | 0.7 | -0.9 | -7 | 1 | -12 | -2
Nn1cc(-c2ccccc2)nc1SCC(=O)NC1CCS(=O)(=O)C1 (stereo unspecified) | 0.2 | -4 | 6 | -1.2 | -0.3 | -10 | -7 | -14 | -16
CC(=O)c1cnc2c(-c3ccccc3)c(-c3ccccc3)nn2c1C | 0.0 | -1 | -1 | -0.9 | -0.5 | 0 | 5 | -9 | -7
CCc1nc2ccccc2c(C(=O)OCC(=O)Nc2cccc(S(=O)(=O)N3CCOCC3)c2)c1C | 3.4 | 14 | -6 | 1.6 | 2.3 | 15 | 36 | -7 | 14
NC(=O)C1CCCN(C(=O)c2ccc3oc(Cc4ccc(Cl)cc4)nc3c2)C1 (stereo unspecified) | 0.5 | 2 | -26 | 3.1 | 0.2 | 15 | -12 | -1 | 6
CC[C@@H](C)[C@@H]1CN([C@@H](CN2CCC[C@H]2CN2C(N)=NC[C@H]2C(C)C)C(C)C)C(=N)N1CCc1ccc(Cl)c(Cl)c1 | 0.0 | . | -12 | -0.2 | 0.3 | 10 | . | -8 | -35
CC(=O)Nc1cccc(NC(=O)Nc2ccc(C)c(Cl)c2)c1 | 3.3 | 8 | 12 | 1.2 | 1.5 | -17 | 9 | -10 | -9
Cc1cccc(Nc2ccccc2)c1 | -0.3 | -3 | 10 | -0.1 | -2.1 | -3 | 5 | -3 | -11

Assay outcomes from PubChem BioAssay.
